Source: PubChem
Lipid storage S3: qHTS Assay for Lipid Storage Modulators in Drosophila S3 Cells | Drosophila S3 cells, BODIPY lipid droplet fluorescence, 18-24 h; cells fed with added oleic acid | hit rate 0.64% among 320,000 | AID 2685, 2010 | lipid storage change, negative = inhibition, % at the top dose, mostly 46.1 µM; hits show Potency in µM; active = well fitted inhibition curve with a large enough effect in the signal ratio, with a control signal flat, not every such curve was filed as active; inconclusive = small, poorly fitted or top-dose-only effect, or effect the other way, or a change in a side signal; the % refers to the signal ratio
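Drosophila S3 cells loaded with oleic acid (400 uM, as added) and compounds at several concentrations; lipid droplets imaged by 488-nm laser-scanning cytometry, 500–530 nm intensity and object ratio to cell channel. Percent activity normalized to 20 uM Triacsin C.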
Lipid storage S3 cell count max: recorded beside Lipid storage S3, whose call it bears; cell number change, %; measured here: cell count max response;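 cells counted by Cell Tracker Red CMTPX staining in the red channel; peak over a dose series mostly up to 46.1 µM; percent activity relative to internal control wells on each plate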
* marks the source's active call; other numbers are inactive results; i = inactive; ? = inconclusive; . = not tested or not shown. % is scaled to controls: 0 for no effect and ±100 for the full control effect; potency is read from the fitted curve at half-maximal effect. This is a subset; count on the stated rates, not on these rows.

A first look, 20 compounds:
SMILES | Lipid storage S3 | Lipid storage S3 cell count max
C=CCn1c(O)c(C(C)=Nc2cccc(C(F)(F)F)c2)c(=O)[nH]c1=O | ? | .
CCC(=Nc1ccc(Cc2ccncc2)cc1)c1c(O)n(C)c(=O)n(C)c1=O | ? | .
CC(=O)N1N=C(c2cccnc2)CC1c1ccccc1O (stereo unspecified) | 0.1% | 3.1
CN(C)c1ccc(/C=C2/C(=O)NC(=O)N(Cc3ccco3)C2=O)cc1 | ? | .
Cc1ccc(Cn2nnnc2CN2CCC(n3nnc4ccccc43)CC2)cc1 | ? | .
O=C1NC(=O)C(CCc2ccncc2)(c2ccccc2)C(=O)N1 | -26.9% | 2.6
Cc1ccccc1CN1CCCN(Cc2ccc(Cl)cc2)S1(=O)=O | ? | .
CCCCCCn1c(=O)c(C(=O)Nc2cnccn2)c(O)c2ccccc21 | ? | .
CCN1CCN(Cc2cc(OC)c3c(c2)OCO3)CC1 | 17.0% | 12.4
O=P(O)(O)C#Cc1ccccc1 | ? | .
CC[N+](CC)(CC)CCCCCCCCCC[N+](CC)(CC)CC | ? | .
CCc1ccc(CN2CCCC(C(=O)c3sccc3C)C2)o1 (stereo unspecified) | 12.0% | -18.4
O=[N+]([O-])NC1=NCN(Cc2ccco2)CN1Cc1ccco1 | 18.1% | -11.3
COc1ccccc1-n1c(O)c(C=Nc2c(C)n(C)n(-c3ccccc3)c2=O)c(=O)[nH]c1=O | i | 20.7
c1ccc2c(CN3CCOCC3)c[nH]c2c1 | ? | .
C=Cn1ccnc1P(=S)(c1ccc(Cl)cc1)c1nccn1C=C | 4.7% | 5.4
O=c1[nH]c(=O)n(CCC2=CCCCC2)c(O)c1C=NCc1cccnc1 | ? | .
Cc1cc2c(C(C)C)c(O)c(O)c(C=O)c2c(O)c1-c1c(C)cc2c(C(C)C)c(O)c(O)c(C=O)c2c1O | ? | .
CC1(C)COC(Nc2cccc(Cl)c2)=N1 | ? | .
CCCCCCn1c(=O)c(C(=O)Nc2ccncc2)c(O)c2ccccc21 | i | 15.2

Main list (from the top)
SMILES | Lipid storage S3 | Lipid storage S3 cell count max
C=CCn1c(O)c(C(C)=Nc2cccc(C(F)(F)F)c2)c(=O)[nH]c1=O | ? | .
CCC(=Nc1ccc(Cc2ccncc2)cc1)c1c(O)n(C)c(=O)n(C)c1=O | ? | .
CC(=O)N1N=C(c2cccnc2)CC1c1ccccc1O (stereo unspecified) | 0.1% | 3.1
CN(C)c1ccc(/C=C2/C(=O)NC(=O)N(Cc3ccco3)C2=O)cc1 | ? | .
Cc1ccc(Cn2nnnc2CN2CCC(n3nnc4ccccc43)CC2)cc1 | ? | .
O=C1NC(=O)C(CCc2ccncc2)(c2ccccc2)C(=O)N1 | -26.9% | 2.6
Cc1ccccc1CN1CCCN(Cc2ccc(Cl)cc2)S1(=O)=O | ? | .
CCCCCCn1c(=O)c(C(=O)Nc2cnccn2)c(O)c2ccccc21 | ? | .
CCN1CCN(Cc2cc(OC)c3c(c2)OCO3)CC1 | 17.0% | 12.4
O=P(O)(O)C#Cc1ccccc1 | ? | .

The results go on:
SMILES | Lipid storage S3 | Lipid storage S3 cell count max
CC[N+](CC)(CC)CCCCCCCCCC[N+](CC)(CC)CC | ? | .
CCc1ccc(CN2CCCC(C(=O)c3sccc3C)C2)o1 (stereo unspecified) | 12.0% | -18.4
O=[N+]([O-])NC1=NCN(Cc2ccco2)CN1Cc1ccco1 | 18.1% | -11.3
COc1ccccc1-n1c(O)c(C=Nc2c(C)n(C)n(-c3ccccc3)c2=O)c(=O)[nH]c1=O | i | 20.7
c1ccc2c(CN3CCOCC3)c[nH]c2c1 | ? | .
C=Cn1ccnc1P(=S)(c1ccc(Cl)cc1)c1nccn1C=C | 4.7% | 5.4
O=c1[nH]c(=O)n(CCC2=CCCCC2)c(O)c1C=NCc1cccnc1 | ? | .
Cc1cc2c(C(C)C)c(O)c(O)c(C=O)c2c(O)c1-c1c(C)cc2c(C(C)C)c(O)c(O)c(C=O)c2c1O | ? | .
CC1(C)COC(Nc2cccc(Cl)c2)=N1 | ? | .
CCCCCCn1c(=O)c(C(=O)Nc2ccncc2)c(O)c2ccccc21 | i | 15.2

New compounds follow
SMILES | Lipid storage S3 | Lipid storage S3 cell count max
Cc1cc(N2CCNCC2)nc2ccccc12 | ? | .
CN(C)C(Cc1ccc(Cl)cc1)C(=O)c1ccccc1 (stereo unspecified) | -0.2% | -1.8
COCCNC(=O)N1[C@H]2CC[C@@H]1C(C(=O)OC)=C(c1ccc(-c3ccccc3)c(F)c1)C2 | ? | .
CCCCC(=O)N/N=C/c1c(O)n(Cc2ccc(F)cc2)c(=O)[nH]c1=O | 16.3% | .
NP(=O)(OCCCc1ccccc1)Oc1ccccc1Cl (stereo unspecified) | ? | .
NC(=O)Cn1cc(C(=O)c2ccccc2F)c2ccccc21 | i | .
COc1ccc2c3c([nH]c2c1)C(C)=NCC3 | 6.4% | -3.6
Cc1ccc(C(=O)N[C@@H](C)CN2C3=NC[C@@H](Cc4ccccc4)N3C[C@H]2Cc2ccc(O)cc2)cc1Br | -17.8% | -17.3
CCOC(=O)C1=C(C)OC(N)=C(C#N)C12C(=O)Nc1ccc(C)cc12 (stereo unspecified) | ? | .
CCC(=NCc1cccnc1)c1c(O)n(-c2ccccc2C)c(=O)[nH]c1=O | 1.8% | 20.9

The list goes on:
SMILES | Lipid storage S3 | Lipid storage S3 cell count max
CCCCN1CCC(C#N)(Nc2ccccc2)CC1 | ? | .
CC(C(=O)c1c[nH]c2ccccc12)N1CCN(C(=O)c2ccco2)CC1 (stereo unspecified) | -4.3% | 6.4
Cc1ccc(C(=O)n2cc(CCN3CCS(=O)(=O)CC3)c3ccccc32)cc1 | 4.2% | -1.4
COc1ccc2c(c1)c(C(=O)CN1CCN(C)CC1)c(C)n2Cc1ccccc1 | ? | .
O=C(NC(=S)N1C[C@H]2C[C@H](C1)c1cccc(=O)n1C2)c1ccc(Cl)cc1Cl | 18.9% | 18.4
COC(=O)C1=CCCN(C)C1 | ? | .
Cc1ccc(CC(=O)N2CCN(Cc3ccccc3)CC2)cc1 | ? | .
CCCCn1c(O)c(C=NC2CCCCC2N)c(=O)[nH]c1=O (stereo unspecified) | ? | .
CC(C)Oc1cccc(C(=O)C2CCCN(Cc3ccon3)C2)c1 (stereo unspecified) | -1.9% | -0.1
CCC(=NCc1cc(OC)cc(OC)c1)c1c(O)n(C2CCCCC2)c(=O)[nH]c1=O | ? | .

Remaining list, next part.
SMILES | Lipid storage S3 | Lipid storage S3 cell count max
COc1ccccc1N1CCN(CCc2ccccc2)CC1 | ? | .
CNC(=O)OCc1n(C)cc[n+]1C | -0.1% | 4.1
Cc1cccnc1-n1c(-c2ccccc2)nc2ccccc2c1=O | 2.3% | -3.8
CN1CCN(c2ccc([N+](=O)[O-])c(SCCO)c2)CC1 | 3.8% | 0.3
COC(=O)C1=C(c2ccc3ccccc3c2)C[C@@H]2CC[C@H]1N2C(=O)NCc1ccc(C(F)(F)F)cc1 | ? | .
CN1CC(C(=O)c2ccc(F)cc2)C(c2c(F)cccc2Cl)C1 (stereo unspecified) | ? | .
COC(=O)C1=C(c2ccccc2OCc2ccccc2)C[C@@H]2CC[C@H]1N2C(=O)NCc1ccc([N+](=O)[O-])cc1 | ? | .
COc1ccc(CCn2c(O)c(C=NCCCN(C)C)c(=O)[nH]c2=O)cc1OC | ? | .
COCCN1Cc2cc(=O)n3c([nH]c4ccccc43)c2C1=N | -0.9% | .
CN(C)CCN(CC1CCCN(Cc2ccccc2F)C1)C(=O)Cc1c(F)cccc1F (stereo unspecified) | 0.0% | 2.3

Carrying on:
SMILES | Lipid storage S3 | Lipid storage S3 cell count max
CCC(COC(=O)NC)NC(=O)Oc1ccccc1 (stereo unspecified) | 106.8% | 11.2
O=C(Nc1ccccc1)c1cccn(Cc2ccccc2)c1=O | ? | .
COc1ccc2cc1Oc1ccc(cc1)C[C@H]1c3cc(c(OC)cc3CCN1C)Oc1c(OC)c(OC)cc3c1[C@H](C2)N(C)CC3 | -6.7% | -15.9
O=C1C2CCN(CC2)C1Cc1ccc(OCCOc2ccccc2)cc1 (stereo unspecified) | 7.5% | 1.3
NCCc1c[nH]c2ccc(O)cc12 | -13.3% | -3.1
CC(=O)N1CCN(Cc2ccc(Cl)nc2)CC1 | 11.1% | 11.7
CCN(C(=O)CN1CC=C(c2ccccc2)CC1)c1c(N)n(Cc2ccccc2)c(=O)[nH]c1=O | -14.8% | .
CCCCCCn1c(N)c(C(=O)NCCN2CCOCC2)c2nc3ccccc3nc21 | ? | .
COC(=O)C1=C(c2ccc(F)cc2F)C[C@@H]2CC[C@H]1N2C(=O)NCCOc1ccc(OC)cc1 | ? | .
CC(C)n1cc(C(=O)N(CC(=O)NC(C)(C)C)Cc2ccccc2)cn1 | 15.7% | 0.1

New compounds follow.
SMILES | Lipid storage S3 | Lipid storage S3 cell count max
CCc1ccc(N2C(=O)NC(=O)C(CCc3ccncc3)(CCc3ccncc3)C2=O)cc1 | ? | .
O=C(Cc1ccc([N+](=O)[O-])cc1)N1CCN(Cc2ccc3c(c2)OCO3)CC1 | 17.7% | -3.3
Cc1cccc(N2CCc3c2nc2ccccc2c3N)c1 | ? | .
CC(=O)OC1(c2ccccc2)CCN(C)C2CCCCC21 (stereo unspecified) | ? | .
CN(C)c1ccc(C=C2C(=O)NC(=S)NC2=O)cc1[N+](=O)[O-] | ? | .
COc1cc(CN=C(C)c2c(O)n(C3CCCCC3)c(=O)[nH]c2=O)cc(OC)c1 | 5.8% | 5.0
CCCCOc1ccc(CN2CCN(CC)CC2)cc1 | ? | .
Cn1c(=O)oc2cc(S(=O)(=O)CCC(=O)N3CCN(c4ccccc4F)CC3)ccc21 | ? | .
COc1ccc(CCNCc2sccc2C)cc1OC | ? | .
CN(C(=O)Oc1ccc([N+](=O)[O-])cc1)c1ccccc1 | ? | .

Later entries
SMILES | Lipid storage S3 | Lipid storage S3 cell count max
CC(=O)Nc1ccc(S(=O)(=O)NC(CC(=O)N2CCC3(CC2)OCCO3)C(C)C)cc1 (stereo unspecified) | ? | .
C/C(=N\NP(=S)(c1ccccc1)c1ccccc1)c1ccc(O)cc1O | -14.4% | -2.5
COc1cc(Br)cc(CN2CCN(C)CC2)c1O | ? | .
CCCC[n+]1cc(/N=C(\[O-])OC)on1 | -15.5% | 7.3
CN1CCC(OC(=O)c2cccc(F)c2)CC1 | i | 9.9
CCCCN1C(=O)/C(=C/C=C/c2ccco2)C(=O)NC1=S | 0.5% | -2.8
O=[N+]([O-])c1ccc(N2CCNCC2)cc1N1CCCCCC1 | ? | .
O=P(O)(c1ccc(Cl)cc1)c1ccc(Cl)cc1 | ? | .
O=C1NS(=O)c2cc([N+](=O)[O-])cc([N+](=O)[O-])c21 (stereo unspecified) | ? | .
CCOC(=O)c1c(/N=C/C2C(=O)NC(=O)NC2=O)sc2c1CCC2 | ? | .

By substructure, the entries above with a CF3 group
SMILES | Lipid storage S3 | Lipid storage S3 cell count max
C=CCn1c(O)c(C(C)=Nc2cccc(C(F)(F)F)c2)c(=O)[nH]c1=O | ? | .
COC(=O)C1=C(c2ccc3ccccc3c2)C[C@@H]2CC[C@H]1N2C(=O)NCc1ccc(C(F)(F)F)cc1 | ? | .

(next part)
SMILES | Lipid storage S3 | Lipid storage S3 cell count max
Cn1c(O)c(/C=N/N2CCCCC2)c(=O)[nH]c1=O | -7.0% | -2.8
COc1ccc(OCC(=O)N2c3ccc(C)cc3C3CN(C)CCC32)cc1 (stereo unspecified) | ? | .
CNP1(NC)=Nc2nn(-c3ccccc3)c(N)c2C(c2ccccc2)=N1 | ? | .
C#C[C@]1(OC(C)=O)CCC2C3CCC4=CC(=O)CC[C@@H]4C3CC[C@@]21C (stereo partly specified) | ? | .
O=c1[nH]c(=O)n(CCC2=CCCCC2)c(O)c1/C=N/Nc1cccc2ccccc12 | -11.0% | 0.2
CCOC(=O)C1SC2(C(F)(F)C(F)F)CC1(O)c1c(c(OC)c3occc3c1OC)O2 (stereo unspecified) | ? | .
Cc1ccccc1N1CCN(C2CCCN(C(=O)Cc3c(C)noc3C)C2)CC1 (stereo unspecified) | ? | .
C=C[C@@H]1C2=CCOC(=O)C2=CO[C@H]1O[C@@H]1O[C@H](CO)[C@@H](O)[C@H](O)[C@H]1O | 2.1% | -27.7
O=C(N/N=C1/CN2CCC1CC2)c1cc2ccccc2cc1O | 0.2% | 8.7
Oc1ccccc1-[n+]1c(-c2ccccc2)cc(-c2ccccc2)c(O)c1-c1ccccc1 | ? | .

Additional records follow:
SMILES | Lipid storage S3 | Lipid storage S3 cell count max
CN(C)C1(CNC(=O)c2ccc(NS(=O)(=O)c3ccc(Cl)c(Cl)c3)cc2)CCCCC1 | ? | .
COC(=O)C1=C(c2cccc(OCc3ccccc3)c2)C[C@@H]2CC[C@H]1N2C(=O)NCCOc1ccccc1Cl | ? | .
Nc1cc(Cl)c2nonc2c1[N+](=O)[O-] | ? | .
COC(=O)C1=C(c2ccc(F)cc2F)C[C@@H]2CC[C@H]1N2C(=O)NCc1ccco1 | ? | .
O=C(COc1ccccc1Cl)N1CCCC(N2CCN(c3ccc(F)cc3)CC2)C1 (stereo unspecified) | i | -2.1
CCCOC(=O)c1ccc(-[n+]2c(-c3ccccc3)cc(-c3ccccc3)cc2-c2ccccc2)cc1 | ? | .
COc1ccc(C(=O)C2CCCN(Cc3ccon3)C2)c(OC)c1 (stereo unspecified) | 9.7% | 7.8
O=C(N/N=C/c1c(O)n(CCc2ccccc2)c(=O)[nH]c1=O)c1ccccc1 | -2.0% | -9.5
O=C(CN1C(=O)CN=C(c2ccccc2Cl)c2cc(Cl)ccc21)NCc1ccco1 | ? | .
